WT yeast gro inh = growth inhibition of WT strain, primary screen, mitochondrial fusion inhibitor project, WT and mutant strains, chemical genetic. mitochondrial fusion phenotypic screen. inhibition, % at 10 µM. 2.1% of 190,000 active; in the data active means inhibition above about 58%; tested in S. cerevisiae
PMI inhibition = human PMI inhibitors, high substrate, primary screen, biochemical, fluorescence intensity, high mannose 6-phosphate (AID 1220); Mannose-6-phosphate isomerase (Homo sapiens); recombinant PMI enzyme, coupled fluorescence intensity; higher % means a stronger effect; inhibition, % at 20 µM; hits with a dose series show IC50 in µM; 0.66% of 190,000 active
TNAP activators = human TNAP enzyme activators, primary screen, biochemical, luminescent, no phosphate acceptor, uHTS (AID 1001); purified TNAP, luminescent activation assay, no phosphate acceptor; higher activation fold means a stronger effect; 0.03% of 200,000 active; Alkaline phosphatase, tissue-nonspecific isozyme (Homo sapiens); activation fold at 20 µM; hits with a dose series show EC50 in µM; in the data active means activation fold from about 3, or a potency from the dose series; inactive means the rest, 99 in 100 with activation fold below about 1.6; further: many of its hits are not listed in these tables
SIAH1 antagonists = Siah-1 peptide-binding antagonists, primary screen, biochemical, fluorescence polarization, rhodamine-plectin, uHTS (AID 1817); E3 ubiquitin-protein ligase SIAH1 (Homo sapiens); Siah-1 / rhodamine-plectin peptide fluorescence polarization; higher % means a stronger effect; displacement, % at 20 µM, or IC50 in µM where a hit was titrated; 0.02% of 290,000 active;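 active means displacement of at least 50% at 20 µM, with a fluorescence ratio check between 0.3 and a set limit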;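 further: plate controls were Siah plus tracer with DMSO for no effect and tracer alone without Siah for full effect; strong numbers were not always called active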
XIAP displacement = XIAP antagonists, biochemical, IAP family, fluorescence polarization (AID 1018); E3 ubiquitin-protein ligase XIAP (Homo sapiens); XIAP BIR domain, fluorescence polarization peptide displacement; higher % means a stronger effect; displacement, % at 20 µM, or IC50 in µM where a hit was titrated; 0.007% of 200,000 active; in the data active means displacement above about 50%; further: a part of the inactive calls stands beside numbers as strong as those of hits
RSV antiviral HEp-2 = RSV antiviral activity via CPE protection, HEp-2 cells, primary 10 µM value included (AID 2391) | HEp-2 cells, RSV-induced CPE inhibition; higher % means a stronger effect | CPE inhibition, % at 10 µM; hits with a dose series show IC50 in µM | 0.13% of 310,000 active; in the data active means a potency from the dose series; inconclusive means CPE inhibition mostly from about 23% at the one dose, without a potency; inactive means the rest, 99 in 100 with CPE inhibition below about 21%; further: strong numbers were not always called active
human PMI inhibition = inhibitors of human PMI, primary screen, biochemical, fluorescence intensity, coupled assay (AID 1209); inhibition, % at 20 µM; hits with a dose series show IC50 in µM; Mannose-6-phosphate isomerase (Homo sapiens); 0.42% of 190,000 active; purified PMI enzyme, coupled fluorescence intensity; higher % means a stronger effect;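 further: plate controls were DMSO vehicle for no effect and wells lacking substrate for full effect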
Salmonella PhoP GFP = inhibitors of PhoP regulon expression, primary screen, Salmonella Typhimurium, GFP reporter (AID 1863); S. Typhimurium PhoP-regulated promoter GFP reporter, 4 h; higher % means a stronger effect; inhibition, % at 50 µM, or IC50 in µM where a hit was titrated; 0.16% of 300,000 active;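 active means inhibition over 29.93%, a cutoff 3 SD above the screen mean, later confirmed by dose response; inconclusive means inhibition over 29.93% but no dose response follow-up; inactive means inhibition at most 29.93% or unconfirmed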;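 further: 0% = low Mg2+ inducing control and 100% = high Mg2+ repressing control; strong numbers were not always called active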
Myeloid diff 2 = induction of myeloid progenitor differentiation, primary screen, cell-based, flow cytometry, MLPCN library; ER-HoxA9 myeloid progenitors, lysozyme-GFP differentiation; calls only at 10 µM; 1% of 360,000 active; AID 624256, 2012;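 active means normalized GFP-positive differentiation at or above the plate's own cutoff, the solvent-only control mean plus 3 SD; inconclusive means no clear call, values can overlap the other calls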;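 further: cells exposed to compound for four days before flow analysis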
WT yeast gro inh mutant strain = recorded beside WT yeast gro inh, whose call it bears; inhibition, %; mitochondrial fusion phenotypic screen, mutant strain inhibition
Myeloid diff 2 GFP+ MAC1+ % = recorded beside Myeloid diff 2, whose call it bears; GFP+ MAC1+ double positive, %; measured here: differentiation confirmed by MAC1 staining
* marks the source's active call; other numbers are inactive results; i = inactive; u = inconclusive; x = not tested or not shown. Unless noted, no stated cut-off is given here; in the data, active means inhibition above about 50%; inactive means the rest.

SMILES	WT yeast gro inh	WT yeast gro inh mutant strain	PMI inhibition	TNAP activators	SIAH1 antagonists	XIAP displacement	RSV antiviral HEp-2	human PMI inhibition	Salmonella PhoP GFP	Myeloid diff 2	Myeloid diff 2 GFP+ MAC1+ %
Cn1c(=O)[nH]c2c(Cl)nccc21	x	x	x	x	16.4%	x	-0.3%	x	-3.7%	i	0.4
CN(CC(=O)NC(=O)NCc1ccco1)Cc1nc2ccccc2c(=O)[nH]1	-11.3	4.0	9.4%	2.6	25.2%	-7.8%	0.7%	4.3%	-7.2%	i	9.4
CCOc1ccc2nc(N3CCC(C(=O)N4CCN(C5CCCCC5)CC4)CC3)sc2c1	13.4	1.6	-6.3%	0.9	-2.6%	-9.1%	-2.2%	-3.2%	-2.4%	i	4.9
Fc1ccccc1CSc1nnc(Cn2cnc3ccccc32)n1-c1ccccc1	6.9	-12.8	-3.1%	1	-0.2%	-2.2%	6.8%	-1.9%	3.4%	i	5.1
O=C(NC(=S)Nc1cccc2cnccc12)c1ccccc1	-2.6	8.3	54.7%*	1.1	-6.9%	1.6%	3.8%	22.7%	1.4%	i	0.2
O=C(Nc1cccnc1)c1ccc([N+](=O)[O-])cc1Cl	-4.5	3.0	-6.4%	1.1	4.2%	-1.4%	-0.2%	-6.7%	4.1%	i	0.3
O=C(NC1CCCCCC1)C(=O)NC1CCCC1	-2.5	-16.4	11.0%	1.1	9.1%	-2.4%	1.6%	10.0%	-10.5%	i	0.6
CCC(=O)C1CCCN(C(=O)c2cccc(OC3CCN(S(C)(=O)=O)CC3)c2)C1 (stereo not given)	x	x	x	x	3.2%	x	1.2%	x	6.2%	u	x
CN(C)c1oc(-c2ccccc2[N+](=O)[O-])nc1C#N	x	x	x	x	16.5%	x	1.2%	x	-13.9%	i	0.7
N#C/C(=C(/O)c1ccc(Cl)c([N+](=O)[O-])c1)c1nc2ccccc2[nH]1	x	x	x	x	-2.3%	x	10.2%	x	-6.9%	i	0.4
CCn1ncc(C2=NOC(C(=O)NCc3ccccc3)C2)c1C (stereo not given)	-7.2	-4.1	1.8%	1.1	-2.7%	-9.5%	4.1%	4.8%	16.6%	u	x
COc1ccc(C(=O)N2CCNC(=O)C2CC(=O)Nc2cc(Cl)ccc2OC)cc1 (stereo not given)	x	x	x	x	-0.4%	x	2.2%	x	-6.6%	i	0.6
CCOC(=O)CC1CCCCN1Cc1cn(C)nc1-c1ccc2c(c1)OCCO2 (stereo not given)	-5.1	1.2	-0.5%	1.1	15.0%	-4.6%	1.9%	11.2%	-8.6%	i	0.2
O=C(c1csc2c1CCCC2)N1CCN(c2ccccc2)CC1	34.0	43.4	-2.1%	1.2	4.2%	-0.6%	7.4%	-4.8%	6.6%	i	2.5
O=C(CN1C(=O)CSC1=O)Nc1ccc(F)c(F)c1F	-5.5	-12.5	3.3%	0.9	-2.1%	-5.4%	2.3%	5.7%	-6.5%	i	0.7
CCN(CC)c1cnn(C/C(=N\OC)c2ccc(Cl)cc2)c(=O)c1Br	8.5	5.0	13.5%	1.1	1.0%	-4.1%	3.2%	18.7%	21.1%	i	0.9
Cc1ccc(Nc2nc(CSc3nnc(-c4cccs4)o3)cs2)cc1	15.6	1.0	14.6%	1	3.9%	1.6%	4.0%	13.7%	-4.5%	i	1.3
CCN(CC)c1nc(C)c(C(=S)Nc2cc([N+](=O)[O-])ccc2Cl)s1	2.3	13.1	-8.1%	1	4.8%	-1.9%	0.1%	-3.9%	-3.5%	i	1.0
COc1ccccc1NC(=O)N1CCCC(c2nc3c(nnn3Cc3ccc(C)cc3)c(=O)[nH]2)C1 (stereo not given)	-5.0	-2.1	15.0%	1.1	1.4%	-1.6%	0.7%	12.4%	24.3%	i	5.2
CCC(NC(=O)NC1=NCCS1)(C(F)(F)F)C(F)(F)F	9.6	17.8	-8.3%	1.1	-4.4%	-0.3%	0.7%	-10.2%	-5.9%	i	0.7
O=C(Nc1nnc(Cc2ccc(Cl)cc2)s1)c1cccs1	-6.5	7.5	12.5%	1.1	12.2%	3.0%	-0.8%	11.6%	-2.3%	i	0.8
Cc1ccc(-n2nnnc2SCC(=O)NCCC2=CCCCC2)c(C)c1	10.8	8.4	7.1%	1.1	-3.0%	4.0%	14.0%	5.5%	-0.2%	i	0.7
CC(=O)c1ccc(OCC(=O)Nc2ccccc2C(=O)NC2CC2)cc1	x	x	x	x	12.2%	x	0.6%	x	-4.6%	i	0.6
COCCNC(=O)/C(C#N)=C1\N=C(N)c2ccccc21	-0.4	-2.3	7.5%	1	-1.9%	-3.5%	5.3%	-4.6%	3.1%	i	0.4
CCOc1ccc(Br)cc1S(=O)(=O)Nc1cccc(S(=O)(=O)N(C)C)c1	5.2	-11.3	0.3%	1.1	0.6%	4.2%	7.9%	-5.7%	-15.1%	i	0.1
CSCCC(NC(=O)c1ccccc1)C(=O)OCC(=O)N(C)CCC#N (stereo not given)	-9.8	-3.5	0.6%	1	-1.7%	-6.4%	-1.2%	-2.1%	1.6%	x	x
CN1C(=O)CC(n2c(CO)nc3ccccc32)C1=O (stereo not given)	21.9	36.3	23.4%	1.1	0.4%	0.4%	2.1%	16.8%	10.4%	i	0.1
Cc1nn(C)cc1[C@@H]1C[C@H]2CN(Cc3cccc(Cl)c3)C(=O)[C@]23CCCN13	20.3	11.4	1.1%	1.1	4.3%	-4.2%	0.3%	-3.0%	2.0%	i	0.8
CCCCc1ncc(CN2CCC(n3nccc3NC(=O)c3ccccc3OC)CC2)[nH]1	x	x	x	x	0.7%	x	-1.0%	x	-3.8%	i	4.0
C/C(=N/NS(=O)(=O)c1ccc(C(C)(C)C)cc1)c1ccc2c(c1)OCO2	x	x	x	x	-3.7%	x	7.5%	x	1.0%	i	0.9
O=C(Cc1ccc(Br)cc1)NCCN1CCOCC1	x	x	x	x	-1.5%	x	1.4%	x	1.0%	i	0.3
COc1cccc(-c2nc(-c3ccccc3)no2)c1	14.9	-4.2	5.0%	1.1	6.1%	-0.7%	5.2%	8.1%	12.9%	i	0.3
C=CCn1c(N2C(=O)CC(Cc3ccccc3)C2=O)nc2ccccc21 (stereo not given)	-5.4	-4.5	2.9%	1	-3.6%	-2.2%	-1.3%	4.0%	7.1%	i	1.4
Clc1ccc(C(c2ccccc2)N2CCNCC2)cc1 (stereo not given)	45.3	7.2	-12.4%	1.1	-1.8%	-4.9%	-2.4%	-7.8%	1.8%	i	6.3
O=C(Nc1nccs1)c1cccc(NC(=O)C(F)(F)F)c1	x	x	x	x	5.7%	x	-1.6%	x	0.7%	i	0.6
CCCc1cc(=O)[nH]c(SCC(=O)c2cc(C)n(CCC)c2C)n1	-2.5	-10.2	1.2%	1.1	3.1%	-3.1%	3.0%	3.0%	-3.4%	i	0.8
CCn1c(Cc2ccccc2)nnc1SCC(=O)Nc1nnc(-c2ccccc2)s1	3.6	9.9	1.6%	1.1	-2.3%	3.3%	7.0%	4.9%	1.9%	i	2.3
CCN(CC)C(=O)C1CCCN(Cc2cccc(Oc3ccccc3)c2)C1 (stereo not given)	x	x	x	x	2.6%	x	-2.1%	x	-9.6%	i	1.0
COc1ccccc1CNC(=O)Cc1c[nH]c2ccccc12	x	x	x	x	4.1%	x	2.3%	x	12.2%	i	0.8
CCOC(=O)C1(Cc2cccc(OC)c2)CCN(C/C=C/c2ccccc2)CC1	38.6	27.9	17.2%	1	-2.6%	-3.0%	-1.9%	17.1%	-1.9%	i	1.1
Cc1ccc(C2C(C(=O)O)c3ccccc3C(=O)N2C)c(C)c1 (stereo not given)	-1.6	-6.3	3.7%	1.1	5.6%	-2.2%	-0.7%	1.7%	9.2%	i	0.2
CCOC(=O)c1c(C)[nH]c(C(=O)Nc2ccc(NC(C)=O)cc2)c1C	-0.3	-12.8	-16.7%	1.3	8.7%	-5.0%	1.4%	-23.8%	1.7%	i	0.3
C=CCN1C(=O)C2C(C(=O)NC3CCCCC3)C3C=CC2(O3)C1C(=O)NC1CCCC1 (stereo not given)	-16.0	-0.8	-4.4%	1.1	3.2%	-1.8%	-0.2%	-6.8%	-3.8%	i	0.8
N#C/C(=C(/O)c1cccs1)c1nc2ccccc2[nH]1	x	x	x	x	-7.9%	x	2.2%	x	-1.9%	i	0.6
CCOc1cc(C(=O)O)ccc1OCCOc1ccccc1	x	x	x	x	1.5%	x	2.8%	x	5.4%	i	1.7
FC(F)(F)c1ccc(Cl)c(NC(=S)N/N=C/c2ccccc2C(F)(F)F)c1	1.8	-6.2	5.0%	1.5	-1.3%	-4.6%	0.7%	4.7%	-10.5%	i	0.4
CC(C)(C)c1nc2ccccc2[nH]1	0.1	-3.9	-16.0%	1.1	-4.2%	-5.8%	1.3%	-11.3%	-1.6%	i	1.0
CCc1nn(C(CC)C(=O)NCc2cccc(OC)c2OC)c(=O)c2cc3occc3n12 (stereo not given)	x	x	x	x	-2.7%	x	10.7%	x	-5.1%	i	3.7
O=C1NC(=Nc2ccccc2)SC1(CO)CO	x	x	x	x	-0.8%	x	2.4%	x	-2.3%	i	0.7
CCOc1ccc(C(=O)OCC(=O)Nc2cc(C)on2)cc1OCC	9.8	15.7	2.2%	1	-9.9%	-4.8%	-0.1%	5.3%	-1.3%	i	6.8

The results go on.
SMILES	WT yeast gro inh	WT yeast gro inh mutant strain	PMI inhibition	TNAP activators	SIAH1 antagonists	XIAP displacement	RSV antiviral HEp-2	human PMI inhibition	Salmonella PhoP GFP	Myeloid diff 2	Myeloid diff 2 GFP+ MAC1+ %
Cc1cccc2cc(/C=N/NC(=O)c3ccccc3O)c(Cl)nc12	30.9	16.4	10.3%	1.2	19.1%	-1.6%	21.1%	15.9%	-7.8%	i	0.6
Cn1c(=O)[nH]c(=O)c2c1nc(N1CCOCC1)n2CCSc1nnnn1-c1ccccc1	x	x	x	x	-0.3%	x	0.8%	x	-1.6%	i	0.5
Cc1ccc(OCC(=O)N2CCN(C(=O)CCC3CCCC3)CC2)cc1	0.3	3.6	-1.5%	1.1	3.4%	-2.8%	1.7%	2.2%	-7.2%	i	1.0
COC(=O)C1=C(C)N(Cc2ccccc2)C(=NCc2cc(OC)c(OC)c(OC)c2)N[C@H]1c1cccc(F)c1	x	x	x	x	2.4%	x	4.5%	x	0.8%	i	0.3

Assay outcomes deposited in PubChem BioAssay by several laboratories.
